yeast bub3: NCI yeast anticancer drug screen, S. cerevisiae bub3 mutant strain | hit rate 9.9% among 78,000 | % growth inhibition at 50 µM;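 note: 0% = growth of vehicle-only cultures of the same strain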
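Inhibition values come from growth of compound-treated mutant yeast normalised to vehicle-treated controls.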
sgs1 mgt1: NCI yeast anticancer drug screen, S. cerevisiae sgs1 mgt1 strain. growth inhibition, % at 50 µM. hit rate 10% among 78,000;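 note: 0% = growth of vehicle-only cultures of the same strain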
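Read-out: growth inhibition vs vehicle controls. Cells: mutant yeast strain deficient in DNA damage repair.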
yeast mlh1 rad18: NCI yeast anticancer drug screen, S. cerevisiae mlh1 rad18 strain; % growth inhibition at 50 µM; hit rate 11% among 79,000;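 note: 0% = growth of vehicle-only cultures of the same strain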
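Cells of a genetically altered yeast strain, deficient in DNA damage repair, were treated with compound. Their growth was then compared with that of vehicle-treated cultures to give inhibition.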
mec2-1: NCI yeast anticancer drug screen, S. cerevisiae mec2-1 strain; % growth inhibition at 50 µM; hit rate 9% among 79,000; AID 157;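 note: 0% = growth of vehicle-only cultures of the same strain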
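mec2-1 yeast strain, carrying an alteration in DNA damage repair or cell cycle control, was exposed to compounds; growth inhibition was measured relative to vehicle-treated controls.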
yeast cln2 rad14: NCI yeast anticancer drug screen, S. cerevisiae cln2 rad14 strain; growth inhibition, % at 50 µM; hit rate 8.3% among 78,000; AID 165;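 note: 0% = growth of vehicle-only cultures of the same strain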
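cln2 rad14 yeast strain; compound exposure; growth inhibition read vs vehicle controls.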
rad50: NCI yeast anticancer drug screen, S. cerevisiae rad50 strain | % growth inhibition at 50 µM | hit rate 10% among 79,000;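 note: 0% = growth of vehicle-only cultures of the same strain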
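Readout: growth inhibition relative to vehicle-treated cultures. Compound exposure was carried out in a genetically defined yeast strain deficient in DNA damage repair.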
Active calls of the source: *; & = joins results of further samples; ! = repeats disagree. Cut-off read from the data, not from the text of the source: active = growth inhibition above about 70%; inactive = the rest.

Abbreviations – A = yeast bub3; B = sgs1 mgt1; C = yeast mlh1 rad18; D = mec2-1; E = yeast cln2 rad14; F = rad50
[1] CN(C)c1ccc2nc3ccc(=[N+](C)C)cc-3sc2c1
  A: -145	B: -120	C: -145	D: -147	E: -112	F: -156

[2] CCCCCCCCCCCC[N+](C)(C)Cc1ccccc1
  A: 99*	B: 99*	C: 99*	D: 98*	E: 98*	F: 98*

[3] C/C=C\CCCCCCC
  A: -18	B: 16	C: -16	D: -9	E: -4	F: -16

[4] NCCCCC(N)C(=O)O.[Cu+2] (centres undefined)
  A: -12	B: -5	C: -23	D: 4	E: -6	F: -14

[5] Nc1c2ccccc2nc2ccccc12
  A: 75*!	B: 74*	C: 89*	D: 60&61	E: 79*!	F: 93*

[6] Oc1cc(O)c2c(c1)OC(c1ccc(O)c(O)c1)C(O)[C@H]2c1c(O)cc(O)c2c1OC(c1ccc(O)c(O)c1)C(O)C2 (some centres undefined)
  A: 18	B: -10	C: 1	D: 2	E: 3	F: 19

[7] CC1(C)[C@@H]2CC[C@@]1(CS(=O)(=O)O)C(=O)C2
  A: 0	B: 17	C: -28	D: -1	E: -17	F: -11

[8] CCN(CC)CC1CCCCN1CC(=O)N1c2ccccc2C(=O)Nc2cccnc21 (centres undefined)
  A: 27	B: 1	C: 27	D: 30	E: -2	F: -12

[9] Cc1ccccc1OCC(O)CO (centres undefined)
  A: -23	B: -9	C: -14	D: -6	E: 22	F: 4

[10] COc1ccc(C(=O)c2ccccc2)c(O)c1
  A: 1	B: -11	C: 7	D: 2	E: 5	F: 13

4 entries picked at random from the list so far, as already listed:
Abbreviations – A = yeast bub3; B = sgs1 mgt1; C = yeast mlh1 rad18; D = mec2-1; E = yeast cln2 rad14; F = rad50
[4] NCCCCC(N)C(=O)O.[Cu+2] (centres undefined)
  A: -12	B: -5	C: -23	D: 4	E: -6	F: -14

[3] C/C=C\CCCCCCC
  A: -18	B: 16	C: -16	D: -9	E: -4	F: -16

[7] CC1(C)[C@@H]2CC[C@@]1(CS(=O)(=O)O)C(=O)C2
  A: 0	B: 17	C: -28	D: -1	E: -17	F: -11

[10] COc1ccc(C(=O)c2ccccc2)c(O)c1
  A: 1	B: -11	C: 7	D: 2	E: 5	F: 13

Following part.
Abbreviations – A = yeast bub3; B = sgs1 mgt1; C = yeast mlh1 rad18; D = mec2-1; E = yeast cln2 rad14; F = rad50
[11] CC[C@]1(O)C[C@H]2CN(CCc3c([nH]c4ccccc34)[C@@](C(=O)OC)(c3cc4c(cc3OC)N(C)[C@H]3[C@@](O)(C(=O)OC)[C@H](OC(C)=O)[C@]5(CC)C=CCN6CC[C@]43[C@@H]65)C2)C1
  A: 14	B: 1	C: 31	D: -3	E: 24	F: -4

[12] [NH-]C(CC(N)=O)C(=O)O.[NH-]C(CC(N)=O)C(=O)O.[Zn+2] (centres undefined)
  A: -3	B: -4	C: 5	D: -2	E: -18	F: -3

[13] O=C1c2c(O)ccc(O)c2C(=O)c2c(NCCNCCO)ccc(NCCNCCO)c21
  A: -63&10	B: -52&54	C: -17&41	D: -16&22	E: -21&-42	F: 32&62

[14] CCOC(=O)c1ccccc1O
  A: -12	B: -9	C: 10	D: -6	E: -38	F: -18

[15] CN[C@@H]1C[C@H]2O[C@@](C)([C@@H]1OC)n1c3ccccc3c3c4c(c5c6ccccc6n2c5c31)C(=O)N[C@@H]4O
  A: 74*	B: 16	C: 26	D: 35	E: 22	F: 50

[16] O=C(O)C(=O)Cc1ccc(O)cc1
  A: 71*	B: 57	C: 61	D: 13	E: 49	F: 68

[17] CC(=O)OCC(=O)[C@@]1(O)CC[C@H]2[C@@H]3CCC4=CC(=O)C=C[C@]4(C)[C@@]3(F)[C@@H](O)C[C@@]21C
  A: 18	B: 17	C: 16	D: -3	E: 66	F: 0

[18] NC(Cc1c[nH]c2ccc(O)cc12)C(=O)O (centres undefined)
  A: -1	B: -5	C: -9	D: -8	E: 5	F: -6

[19] C[C@H](CCC(=O)O)[C@H]1CC[C@H]2[C@@H]3[C@H](O)C[C@@H]4C[C@H](O)CC[C@]4(C)[C@H]3CC[C@]12C
  A: 91*	B: 92*	C: 90*	D: 91*	E: 90*	F: 90*

Sorted by SMILES length (largest number first): part of the list above.
Abbreviations – A = yeast bub3; B = sgs1 mgt1; C = yeast mlh1 rad18; D = mec2-1; E = yeast cln2 rad14; F = rad50
[11] CC[C@]1(O)C[C@H]2CN(CCc3c([nH]c4ccccc34)[C@@](C(=O)OC)(c3cc4c(cc3OC)N(C)[C@H]3[C@@](O)(C(=O)OC)[C@H](OC(C)=O)[C@]5(CC)C=CCN6CC[C@]43[C@@H]65)C2)C1
  A: 14	B: 1	C: 31	D: -3	E: 24	F: -4

[12] [NH-]C(CC(N)=O)C(=O)O.[NH-]C(CC(N)=O)C(=O)O.[Zn+2] (centres undefined)
  A: -3	B: -4	C: 5	D: -2	E: -18	F: -3

[16] O=C(O)C(=O)Cc1ccc(O)cc1
  A: 71*	B: 57	C: 61	D: 13	E: 49	F: 68

Screening data as filed in PubChem.

These rows are one share of the data; rates above refer to the full screens.
